Screens (PubChem BioAssay)
Exocytosis inh: LAMP-1 surface exposure blockers, TALL-104 cells – cell-based, flow cytometry, MLPCN library, primary screen. TALL-104 LAMP-1 surface exposure; cells stimulated with thapsigargin and PMA. inhibition, % at 10 µM. 360,000 compounds, 0.66% hits. AID 651702, 2012;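 active = inhibition above about 55%, limit read from the data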
MC4R antagonist: MC4R antagonists of cAMP signaling, primary screen, cell-based, TR-FRET, antagonist arm of biased-ligand search; Melanocortin receptor 4 (Homo sapiens), P32245; MC4R-expressing cells, MTII-stimulated cAMP, LANCE TR-FRET; inhibition, % at 6.5 µM; 360,000 compounds, 0.48% hits; AID 540295, 2011;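 active = inhibition above its plate's cutoff, the mean of tested wells on that plate plus 3 SD, cut at about 29% in these data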;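 also: 0% = Melanotan II alone and 100% = Melanotan II plus saturating MCL0020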
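Assay system: U2OS cells stably expressing human melanocortin 4 receptor (MC4R) / Dosing: 6.5 µM / Timing: compound 30 min, challenge 1 h, detection 1 h / Measured by: Eu-cAMP/anti-cAMP TR-FRET, emission 671 nm / Replicates: singlicate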
ABCB6 inh MLPCN: ABCB6 transporter inhibitors, primary screen, K562-ABCB6 cells, flow cytometry, MLPCN library. ATP-binding cassette sub-family B member 6 (Homo sapiens), Q9NP58. K562-ABCB6 porphyrin accumulation, 1 h; hits give low values. fluorescence ratio to DMSO, % at 10 µM. 360,000 compounds, 0.19% hits. AID 602162, 2011;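 active = fluorescence ratio to DMSO below 75%, the collection mean minus 3 SD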;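 also: signal is porphyrin accumulated inside mitochondria; 100% equals median channel fluorescence of DMSO control wells; lower ratio means ABCB6 inhibition with less porphyrin fluorescence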
CaV13 ICDI inh: Primary screen for inhibitors of IQ motif and Ca2+-dependent inactivation inhibitor domain binding in CACNA1D, Förster resonance energy transfer in living cells, …; inhibition, % at 12.3 µM; HEK cells, CFP/YFP FRET ICDI-IQ, plate reader, 10 min; percent FRET-ratio fall versus neutral wells; 340,000 compounds, 0.098% hits;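 active = mean replicate inhibition of at least 30% and at least 1% of replicates passing that level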;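 also: 0% = median of the neutral control wells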
Cardio protect: cardioprotection against H2O2-induced cell death, primary screen, uHTS, H9c2 cells, ATPLite luminescence | protection from H2O2 cell death, % at 20 µM | 360,000 compounds, 0.63% hits | AID 588492, 2011 | H9c2 cardiomyocytes, H2O2 injury protection, 2 h;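 active = compounds giving at least 50% protection of heart cells from peroxide-induced death in the single-dose screen, raw or plate-pattern-corrected value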;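 also: 0% = DMSO wells with peroxide and 100% = DMSO wells without peroxide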
MC4R ag barr: MC4R agonists recruiting beta-arrestin, primary screen, cell-based, luminescence, agonist arm of biased-ligand search; Melanocortin receptor 4 (Homo sapiens), P32245; U2OS MC4R beta-arrestin complementation; percent of melanotan II response, DMSO zero; activation, % at 8.9 µM; 360,000 compounds, 0.98% hits; AID 540308, 2011;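 active = activation above a per-plate cutoff, the mean activation of sample wells on that plate plus 3 SD, cut at about 8% in these data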
Glyco luc inh: increase of ERlucT glycosylation luciferase signal, primary screen, N-linked glycosylation inhibitor project, D54 ERlucT cells, luminescence, set 2. D54 ERlucT glycosylation luciferase reporter, 24 h; percent of 100 nM tunicamycin response. 360,000 compounds, 0.23% hits. reporter increase, % at 12.5 µM;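 active = mean luciferase reporter signal, scaled so untreated is 0 and the glycosylation-blocking control 100, at or above a set limit in every replicate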;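 also: luciferase carries N-glycosylation sites so blocking glycosylation raises the light; 0% = median of neutral control wells and 100% = median of 100 nM tunicamycin wells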
ABHD5 PLIN5 PPI: ABHD5-PLIN5 interaction inhibitors, primary screen, cell lysate, split luciferase complementation, luminescence. Perilipin-5 (Homo sapiens) + 1-acylglycerol-3-phosphate O-acyltransferase ABHD5 (Homo …. 360,000 compounds, 0.78% hits. Split G. princeps luciferase complementation, 4 h. inhibition, % at 4 µM;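 active = inhibition above the mean inhibition across every tested compound plus 3 SD, cut at about 22% in these data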;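 also: 0% = DMSO only wells and the 100% control is not disclosed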
PDI inh: inhibitors of human PDI, primary screen, biochemical, turbidity, single point, plate reader; Protein disulfide-isomerase (Homo sapiens), P07237; PDI insulin aggregation turbidity, A650, 90 min; inhibition, % at 10 µM; 350,000 compounds, 0.052% hits; AID 588391, 2011;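 active = mean inhibition across replicates of 30% or more, whatever share of single replicates reach that level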;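 also: absorbance from insulin aggregation driven by PDI reduction with DTT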
Target sequence (P07237 whole entry, looked up): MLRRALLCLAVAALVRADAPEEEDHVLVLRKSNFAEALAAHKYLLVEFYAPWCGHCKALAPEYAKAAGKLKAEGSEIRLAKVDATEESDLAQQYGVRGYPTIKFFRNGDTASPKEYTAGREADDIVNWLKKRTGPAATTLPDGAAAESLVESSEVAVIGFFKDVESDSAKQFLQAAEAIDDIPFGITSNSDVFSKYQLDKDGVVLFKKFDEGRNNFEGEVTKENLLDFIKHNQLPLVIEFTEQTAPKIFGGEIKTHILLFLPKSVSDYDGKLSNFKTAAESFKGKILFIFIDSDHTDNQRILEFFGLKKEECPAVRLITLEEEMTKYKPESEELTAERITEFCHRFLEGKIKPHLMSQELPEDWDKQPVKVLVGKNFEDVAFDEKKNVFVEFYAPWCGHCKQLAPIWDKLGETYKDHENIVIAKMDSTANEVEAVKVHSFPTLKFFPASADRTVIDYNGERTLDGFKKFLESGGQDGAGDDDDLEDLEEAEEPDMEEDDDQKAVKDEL
m5-HT2A agonist: mouse Htr2a agonists via beta-arrestin recruitment, primary screen, cell-based, luminescence | CHO-K1 mHTR2A beta-arrestin complementation; percent of 30 µM serotonin response | activation, % at 7.6 µM | 360,000 compounds, 0.66% hits | AID 624169, 2012;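 active = activation above a run cutoff, the mean activation of all tested compounds plus 3 SD, cut at about 14% in these data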;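 also: 0% = plate median of compound wells and 100% = 30 µM serotonin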
Target sequence (P35363 whole entry, looked up): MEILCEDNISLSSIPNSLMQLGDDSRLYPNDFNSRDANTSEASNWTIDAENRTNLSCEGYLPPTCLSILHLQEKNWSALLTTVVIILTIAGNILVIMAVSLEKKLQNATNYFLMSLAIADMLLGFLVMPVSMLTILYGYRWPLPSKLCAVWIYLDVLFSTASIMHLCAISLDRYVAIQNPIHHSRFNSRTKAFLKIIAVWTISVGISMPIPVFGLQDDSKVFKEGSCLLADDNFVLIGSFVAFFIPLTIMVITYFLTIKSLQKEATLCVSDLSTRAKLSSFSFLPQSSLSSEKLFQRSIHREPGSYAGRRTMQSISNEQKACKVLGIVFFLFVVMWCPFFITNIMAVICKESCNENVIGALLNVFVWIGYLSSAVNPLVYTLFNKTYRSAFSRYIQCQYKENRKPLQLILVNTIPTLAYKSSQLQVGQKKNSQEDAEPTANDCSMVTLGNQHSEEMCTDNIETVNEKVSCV
* = called active by the depositor; · = no result given.

SMILES | Exocytosis inh | MC4R antagonist | ABCB6 inh MLPCN | CaV13 ICDI inh | Cardio protect | MC4R ag barr | Glyco luc inh | ABHD5 PLIN5 PPI | PDI inh | m5-HT2A agonist
Cn1cnc([N+](=O)[O-])c1S(=O)(=O)Oc1cccc2ccccc12 | 3 | -2 | 108 | -10 | -21 | -2.5 | 14 | 76* | -1 | -2
CC1CN(C(=O)c2ccc(CNS(=O)(=O)c3cccc(Cl)c3)cc2)CC(C)O1 (centres undefined) | -1 | 9 | 99 | · | -3 | -2.9 | -2 | 0 | 3 | -3
CCC(C)(C)n1c(=O)[nH]c2c(c1=O)CCC2 | 3 | -1 | 141 | -5 | -6 | -1.0 | -1 | -3 | -9 | -5
O=C1CC[C@@H]2CC3(C[C@@H]4CCN1[C@H]24)Nc1ccccc1NC3=NC1CCCCC1 (some centres undefined) | 0 | -2 | 97 | -11 | 6 | -0.3 | 0 | -11 | -48 | -5
COc1ccc2c(c1)c(C(=O)CN1CCC(C(N)=O)CC1)c(C)n2C | -3 | 6 | 102 | -4 | -8 | -1.5 | 3 | -4 | -3 | -1
CC1(C)C2CC=C(/C=N/n3cnnc3)C1C2 (centres undefined) | -9 | 1 | 99 | · | 4 | -2.0 | 0 | 3 | 6 | 2
CCOC(=O)Cc1csc(NC(=S)NC(=O)c2cc(OC)c(OC)c(OC)c2)n1 | 1 | 1 | 100 | 0 | 22 | -0.4 | 4 | -1 | 1 | 2
Cn1nc(C(F)(F)F)c(C(=O)Nc2ccc(F)cc2)c1Cl | -3 | 4 | 107 | 7 | 2 | -0.8 | 1 | -6 | -2 | -1
CC(C)CN(C(=O)COC(=O)c1cncc(Br)c1)c1c(N)n(Cc2ccccc2)c(=O)[nH]c1=O | -2 | 0 | 105 | · | 11 | -3.0 | 0 | 2 | 6 | -2
O=C(ON=C1CCN(S(=O)(=O)c2ccccc2)CC1)c1ccccc1 | 0 | 1 | 96 | -4 | 4 | -1.6 | 3 | -3 | 5 | 1
CCn1ccc(C(=O)Nc2ccccc2SC)n1 | -2 | -3 | 101 | 1 | 8 | 1.3 | -1 | 1 | -6 | -1
COc1ccccc1NC(=O)CSc1nnc(Cn2cnc3ccccc32)n1C | -3 | 0 | 103 | · | -3 | 0.2 | · | 3 | -11 | -3
O=C(CSc1nnc(-c2cccs2)o1)NCc1ccco1 | 3 | 15 | 97 | -7 | 11 | 0.8 | 1 | 2 | -1 | -5
CCc1ccccc1N1C[C@@]23C=C[C@@H](O2)C(C(=O)OCC(C)C)[C@H]3C1=O (some centres undefined) | 1 | 0 | 98 | -9 | -2 | 0.3 | 2 | -4 | -1 | -1
Cc1c(O)c2c3c(cccc3c1O)C(=O)N(c1ccccc1)C2=O | 1 | 2 | 103 | -31 | -4 | -1.2 | 4 | -7 | 4 | 4
CCN1CCc2c(sc(NC(=O)c3ccc(S(=O)(=O)N4CCCCCC4)cc3)c2C(=O)NC)C1 | 2 | 10 | 97 | -5 | -2 | -1.2 | -6 | 3 | 0 | -5
CC(=O)OCC1=C(C(=O)O)N2C(=O)[C@@H](NC(=O)CSc3ccncc3)[C@H]2SC1 | 5 | 4 | 88 | -5 | 4 | -2.9 | 1 | 8 | 12 | -2
O=C1CC(N2CCN(Cc3ccccc3)CC2)C(=O)N1c1ccc2c(c1)OCCO2 (centres undefined) | 3 | 2 | 108 | · | -1 | 2.3 | 0 | 4 | 2 | -3
CCC(C)N(C(=O)Cn1nnc(-c2ccc(F)cc2)n1)C1CCS(=O)(=O)C1 (centres undefined) | -1 | -3 | 101 | -5 | 3 | -3.1 | 1 | -3 | 10 | -3
N/C(=N\OC(=O)c1ccccc1)c1ccn[nH]1 | 2 | 0 | 101 | · | -19 | -4.3 | -6 | 14 | 0 | 10
FC(F)Oc1ccc(NC(=S)NC2CCCCCCC2)cc1 | 30 | -4 | 98 | -2 | -22 | 0.8 | -7 | -15 | 1 | -5
CCCNCC(=O)Nc1cccc(S(=O)(=O)NC2=NCCCCC2)c1 | 7 | -2 | 98 | -6 | -1 | -1.8 | -3 | -2 | 3 | 3
O=C(NCC1CCCN(Cc2cccc(F)c2)C1)c1cccc2ccccc12 (centres undefined) | 13 | -2 | 99 | -1 | 2 | -0.1 | -1 | 1 | 16 | 1
O=C(NCc1nnc(SCC(=O)N2CCc3ccccc32)o1)c1cccs1 | -12 | 2 | 99 | 1 | -3 | -1.3 | -2 | 1 | -3 | 3
O=C(O)c1ccccc1C(=O)c1ccc(N2CCCC2)c([N+](=O)[O-])c1 | 2 | 2 | 102 | -3 | 1 | -0.2 | 0 | 2 | -4 | 5

5 compounds already listed, arranged by the value under CaV13 ICDI inh, falling.
SMILES	Exocytosis inh	MC4R antagonist	ABCB6 inh MLPCN	CaV13 ICDI inh	MC4R ag barr	Glyco luc inh	ABHD5 PLIN5 PPI	PDI inh	m5-HT2A agonist
Cn1nc(C(F)(F)F)c(C(=O)Nc2ccc(F)cc2)c1Cl	-3	4	107	7	-0.8	1	-6	-2	-1
O=C(O)c1ccccc1C(=O)c1ccc(N2CCCC2)c([N+](=O)[O-])c1	2	2	102	-3	-0.2	0	2	-4	5
O=C(ON=C1CCN(S(=O)(=O)c2ccccc2)CC1)c1ccccc1	0	1	96	-4	-1.6	3	-3	5	1
O=C(CSc1nnc(-c2cccs2)o1)NCc1ccco1	3	15	97	-7	0.8	1	2	-1	-5
Cn1cnc([N+](=O)[O-])c1S(=O)(=O)Oc1cccc2ccccc12	3	-2	108	-10	-2.5	14	76*	-1	-2

(more compounds)
SMILES | Exocytosis inh | MC4R antagonist | ABCB6 inh MLPCN | CaV13 ICDI inh | Cardio protect | MC4R ag barr | Glyco luc inh | ABHD5 PLIN5 PPI | PDI inh | m5-HT2A agonist
Cc1ccccc1NC(=O)c1ccccn1 | -2 | -3 | 84 | -16 | 9 | 0.8 | 0 | 4 | 1 | 2
CCN(c1ccccc1)S(=O)(=O)c1ccc(OC)c(NC(=O)c2cc(F)c(F)c(F)c2F)c1 | 0 | -3 | 96 | -7 | -10 | -1.5 | -3 | 4 | 12 | 7
COCCNC(=O)CC(c1ccccc1)c1ccccc1 | 3 | 9 | 103 | -4 | -3 | 1.1 | 1 | -1 | 10 | 3
O=C(Nc1ccc(CN2CCOCC2)cc1)c1ccc2ccccc2c1 | -1 | -3 | 96 | -5 | -1 | -1.7 | -5 | 3 | 9 | -7
Cc1cnc(NC(=O)Cc2c[nH]c3ccccc23)s1 | -2 | -6 | 94 | -6 | -2 | 2.3 | -8 | 6 | 5 | 8
COc1cc(NC(=O)c2cccc(Cl)c2)c(OC)cc1NC(=O)CN1CCOCC1 | 0 | 6 | 97 | -5 | 21 | -1.4 | -4 | 8 | 17 | 1
CCCOc1cccn2c(N(C=O)Cc3ccc(OC)cc3)c(CC)nc12 | 13 | 3 | 97 | -4 | 4 | -1.6 | 0 | 2 | 8 | -3
Clc1ccccc1C1Nc2cccc3cccc(c23)N1 | 8 | 0 | 108 | -20 | 2 | -0.8 | 2 | 1 | -2 | 1
CNC1=C(N(C(C)=O)c2ccc(Br)cc2)C(=O)c2ccccc2C1=O | -2 | -8 | 97 | -5 | -13 | -1.1 | -23 | -8 | -16 | 1
Cn1c(SCc2ccccc2)nnc1C1CCCNC1 (centres undefined) | 3 | 7 | 98 | -4 | 13 | 0.4 | 5 | 3 | 22 | 2
CC(C)C(=O)Nc1cccc(C(=O)NCc2ccc3c(c2)OCO3)c1 | 17 | 12 | 98 | -7 | 3 | -2.4 | -1 | 3 | -1 | -6
COc1ccc(/C=C2\SC(=S)N(c3cccnc3)C2=O)cc1 | 2 | 9 | 98 | 3 | -2 | 0.3 | 4 | -1 | -3 | 0
CCOc1ccc(NC(=O)COC(=O)c2cc(=O)c3ccccc3o2)cc1 | -1 | 3 | 94 | -6 | -1 | -2.9 | 1 | 6 | -1 | 5
CC(C)(C)c1nnc(NC(=O)CCC2CCCCC2)s1 | -6 | 14 | 95 | -6 | 1 | -1.5 | -1 | 3 | 10 | 0
O=C(CCn1nnc2ccccc2c1=O)N[C@@H](Cc1ccccc1)C(=O)O | -4 | 6 | 102 | -6 | 1 | -1.8 | 1 | -1 | 2 | 1
CCN1CCN(S(=O)(=O)c2ccc(Cl)c(C(=O)N(C)Cc3ccc(C(C)(C)C)cc3)c2)CC1 | -1 | 5 | 107 | -6 | -12 | 0.4 | -6 | 12 | 8 | -7
CC1CC(C)CN(c2ccc([N+](=O)[O-])cc2-c2nn[nH]n2)C1 (centres undefined) | -3 | -2 | 89 | -1 | 0 | -2.2 | 5 | 1 | 3 | -4
CC1CC(C)CN(CC(O)COC2CC(C)CC(C)(C)C2)C1 (centres undefined) | 10 | 8 | 99 | -5 | -7 | -1.4 | 4 | -3 | -15 | 0
Cc1c(Cl)ccc2c1NC(=O)[C@]21[C@@H]2C(=O)N(Cc3ccccc3)C(=O)[C@@H]2[C@@H]2CCCN21 | -3 | 2 | 107 | -3 | 7 | 3.3 | -4 | -6 | 2 | -5
CCOc1ccccc1NC(=O)CSc1nnc(-c2ccco2)n1Cc1ccco1 | -2 | 5 | 91 | -3 | 2 | -1.9 | 0 | 4 | 3 | 2
Cc1cccc(N2CCN(C(=O)c3[nH]c(C(F)(F)F)nc3-c3ccccc3)CC2)c1C | 7 | · | 105 | -4 | -4 | · | 7 | -2 | · | 0

Four entries from above, arranged by length of the SMILES, high to low.
SMILES | Exocytosis inh | MC4R antagonist | ABCB6 inh MLPCN | CaV13 ICDI inh | Cardio protect | MC4R ag barr | Glyco luc inh | ABHD5 PLIN5 PPI | PDI inh | m5-HT2A agonist
Cc1cccc(N2CCN(C(=O)c3[nH]c(C(F)(F)F)nc3-c3ccccc3)CC2)c1C | 7 | · | 105 | -4 | -4 | · | 7 | -2 | · | 0
CCOc1ccc(NC(=O)COC(=O)c2cc(=O)c3ccccc3o2)cc1 | -1 | 3 | 94 | -6 | -1 | -2.9 | 1 | 6 | -1 | 5
CC1CC(C)CN(CC(O)COC2CC(C)CC(C)(C)C2)C1 (centres undefined) | 10 | 8 | 99 | -5 | -7 | -1.4 | 4 | -3 | -15 | 0
COCCNC(=O)CC(c1ccccc1)c1ccccc1 | 3 | 9 | 103 | -4 | -3 | 1.1 | 1 | -1 | 10 | 3

Not a hit list; overall some 4.2% were active at least once.
